Source: PubChem BioAssay
Dyrk1A ADPGlo – rat Dyrk1A kinase inhibitors, primary screen, biochemical, single point, plate reader; AID 504441, 2011; 310,000 compounds, 0.43% hits; inhibition, % at 12.5 µM; Dual specificity tyrosine-phosphorylation-regulated kinase 1A (Rattus norvegicus), Q63470; ADP-Glo luminescence, NFATc1 peptide; in the data active = inhibition above about 50%;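 also: plate controls were vehicle with enzyme for no effect and no enzyme for full effect; many of its hits are not listed in these tables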
PolyA inh – polyadenylation inhibitors in yeast reporter cells, primary screen, luminescence, S. cerevisiae; AID 1875, 2009; S. cerevisiae SKY197-pL101 polyadenylation reporter, beta-gal luminescence; efflux-impaired pdr1/pdr3 knockout yeast; score 100 = 6 SD above DMSO; calls only at 12 µM; 300,000 compounds, 0.02% hits;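 active = lowest replicate activity score at least 50, where 100 means six control SD above control mean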;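 also: yeast exposed to compound for 9 h at 30 °C; higher score means more reporter readthrough which indicates perturbed polyadenylation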
TRPC4 agonist – activators of mouse TRPC4 channel, primary screen, Fluo4 calcium, HEK293 TRPC4beta/mu-opioid cells. Fluo4 calcium fluorescence; active compounds read high. Short transient receptor potential channel 4 (Mus musculus), Q9QUQ5. B-score at 10 µM. 310,000 compounds, 0.49% hits;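 active = B-score above 5 SD of library B-scores, and initial fluorescence ratio not above library mean plus 5 SD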;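 also: positive B-score marks a calcium rise read as TRPC4 activation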
Target sequence (Q9QUQ5 whole entry, looked up): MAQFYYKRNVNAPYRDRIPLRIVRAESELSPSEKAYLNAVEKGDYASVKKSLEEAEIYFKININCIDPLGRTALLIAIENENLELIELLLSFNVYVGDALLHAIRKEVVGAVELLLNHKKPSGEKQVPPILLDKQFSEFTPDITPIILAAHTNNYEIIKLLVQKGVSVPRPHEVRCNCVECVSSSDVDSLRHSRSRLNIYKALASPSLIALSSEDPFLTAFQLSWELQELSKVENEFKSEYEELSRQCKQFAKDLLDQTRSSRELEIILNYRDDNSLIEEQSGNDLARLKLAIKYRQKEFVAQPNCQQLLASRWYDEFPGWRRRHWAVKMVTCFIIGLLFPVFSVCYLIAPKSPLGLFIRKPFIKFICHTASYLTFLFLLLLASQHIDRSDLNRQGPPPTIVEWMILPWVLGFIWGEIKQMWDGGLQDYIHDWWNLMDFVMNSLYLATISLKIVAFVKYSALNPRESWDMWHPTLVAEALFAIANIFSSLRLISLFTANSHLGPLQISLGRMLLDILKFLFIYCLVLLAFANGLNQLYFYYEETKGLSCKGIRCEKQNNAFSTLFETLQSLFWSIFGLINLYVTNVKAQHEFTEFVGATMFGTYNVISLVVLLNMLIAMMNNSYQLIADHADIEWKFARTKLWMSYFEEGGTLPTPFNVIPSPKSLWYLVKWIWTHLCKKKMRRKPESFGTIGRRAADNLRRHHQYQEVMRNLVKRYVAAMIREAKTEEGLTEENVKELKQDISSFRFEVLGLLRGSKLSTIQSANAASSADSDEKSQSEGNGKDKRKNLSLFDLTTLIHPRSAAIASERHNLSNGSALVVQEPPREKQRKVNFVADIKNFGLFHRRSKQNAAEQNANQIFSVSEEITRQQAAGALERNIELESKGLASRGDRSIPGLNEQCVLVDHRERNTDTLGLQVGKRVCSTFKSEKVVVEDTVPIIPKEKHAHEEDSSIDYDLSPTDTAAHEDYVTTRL
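Assay system: HEK293 stable line with TRPC4beta plus mu-opioid receptor; schedule: 45 min room-temperature Fluo4 loading, 110 s read; technique: kinetic Fluo4 calcium fluorescence; evaluation: integrated baseline-normalised fluorescence ratio, converted to per-well B score; controls: buffer (low) and maximal DAMGO (high)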
KCNQ1 block – inhibitors of human KCNQ1 channel, primary screen, cell-based, thallium flux, high-throughput | B-score at 10 µM | AID 2642, 2010 | Potassium voltage-gated channel subfamily KQT member 1 (Homo sapiens), P51787 | 310,000 compounds, 1.3% hits | CHO-K1 KCNQ1, FluxOR thallium flux fluorescence; active compounds read high;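 active = compounds whose thallium flux B-score, printed positive for inhibition, exceeds three library SD while starting fluorescence stays within three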;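 also: channel opened by potassium depolarization with thallium stimulus after 20 min compound exposure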
KCNK9 block – KCNK9 potassium channel inhibitors, primary screen, HEK293 cells, thallium flux. Potassium channel subfamily K member 9 (Homo sapiens), Q9NPC2. FluxOR thallium flux fluorescence; active compounds read low. B-score at 10 µM. 310,000 compounds, 1.2% hits. AID 488922, 2010;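 active = ratio B-score over 3 SD below the library mean, with starting fluorescence within 5 SD of its mean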;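 also: negative B-score means less thallium flux so channel inhibition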
KCNQ1 pot – potentiators or activators of KCNQ1 channel, primary screen, cell-based, thallium flux, high-throughput; 310,000 compounds, 0.35% hits; CHO-K1 KCNQ1, thallium flux FluxOR fluorescence; active compounds read high; AID 2648, 2010; B-score at 10 µM;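 active = fluorescence ratio B-score, a plate-corrected score, at least three library SD, with initial intensity B-score within 5 SD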
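Assay system: CHO-K1 cells stably expressing KCNQ1. Medium: assay buffer for compound exposure, DMSO matched across wells. Timing: 37 °C overnight plating, 90-min dark dye load, 20-min compound pretreatment. Signal: kinetic FluxOR fluorescence, 10 s baseline plus 110 s post-stimulus.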
TRPC4 block – inhibitors of mouse TRPC4 channel, primary screen, Fluo4 calcium, HEK293 TRPC4beta/mu-opioid cells. B-score at 10 µM. DAMGO-evoked Fluo4 calcium flux; active compounds read low. Short transient receptor potential channel 4 (Mus musculus), Q9QUQ5. 300,000 compounds, 0.39% hits;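 active = B-score over 3 SD under the library average, no early fluorescence shift, positive overall ratio signal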
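Assay system: HEK293 cells with stable TRPC4beta plus mu-opioid receptor expression. Dosing: single dose. Measured by: Fluo4 Ca2+ flux fluorescence. Also added: DAMGO in two steps, submaximal then maximal. Read-out: B score from integrated Fluo4 fluorescence ratio.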
TRPC4 PAM – positive allosteric modulators of TRPC4, primary screen, cell-based, mouse TRPC4beta, HEK293 mu-opioid, Fluo-4 calcium; 310,000 compounds, 0.42% hits; B-score at 10 µM; AID 2227, 2009; DAMGO EC20, Fluo-4 Ca2+ flux; active compounds read high; Short transient receptor potential channel 4 (Mus musculus), Q9QUQ5;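 active = B-score of calcium response area above 5 SD of library B-scores, with initial fluorescence ratio within 5 SD of library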;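 also: B-score of integrated fluorescence ratio over time as area under calcium response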
Platelet DG rel – inhibitors of platelet dense granule secretion, primary screen, cell-based, MLPCN, human platelets. 300,000 compounds, 0.22% hits. human platelet-rich plasma, SFLLRN dense granule ATP release, luminescence. inhibition, %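 (compounds screened at 7.5 µM in platelet-rich plasma)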;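 active = mean replicate score, as percent of positive control, at or above 50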
hERG rescue – hERG rescue from dofetilide block, primary screen, cell-based, CHO-hERG, FluxOR thallium flux, dofetilide IC70. 310,000 compounds, 0.51% hits. activation (rescue from dofetilide block), less the hit threshold, % at 10 µM. Voltage-gated inwardly rectifying potassium channel KCNH2 (Homo sapiens), Q12809. dofetilide IC70 present;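 active = activation above the mean of controls blocked by dofetilide plus 5 SD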;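 also: thallium influx through hERG after potassium depolarization seen as dye fluorescence rise; in these data hits start at about 4.7%; inactives centre near -7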
KCNK3 block – human KCNK3 channel inhibitors, primary screen, CHO cells, FluxOR thallium flux, B-score. B-score at 10 µM. 340,000 compounds, 0.84% hits. FluxOR fluorescence; active compounds read low;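 active = B-score under library mean minus 4 SD, starting fluorescence ratio at most library mean plus 5 SD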;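 also: more negative B-score means stronger inhibition of thallium flux through KCNK3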
Starred values were filed as active, the others as inactive; i = inactive; . = no result given. These rows are one share of the data (hit frequency here may not be typical).

smiles,Dyrk1A ADPGlo,PolyA inh,TRPC4 agonist,KCNQ1 block,KCNK9 block,KCNQ1 pot,TRPC4 block,TRPC4 PAM,Platelet DG rel,hERG rescue,KCNK3 block
CCCCNC(=S)N(CCO)Cc1cc2cc3c(cc2[nH]c1=O)OCCO3,-5,i,i,i,i,i,i,i,-2,-9,i
O=C(CN1C(=O)NC2(CCCCC2)C1=O)Nc1ccc(N2CCOCC2)cc1,1,i,i,i,i,i,i,i,9,-11,i
COCCNc1oc(/C=C/c2ccccc2OC)nc1S(=O)(=O)c1ccccc1,1,i,i,i,i,i,i,i,1,-4,i
COc1ccc2nc(N)sc2c1,3,i,i,i,i,i,i,i,-13,-13,i
O=C(NC1CCCC1)C(=O)c1c[nH]c2ccccc12,-4,i,i,i,i,i,i,i,-15,-11,i
Cc1onc(-c2ccccc2)c1C(=O)Nc1ccc(NC(=O)c2c(-c3ccccc3)noc2C)cc1,-1,i,i,i,i,i,i,i,2,0,i
COc1ccc(-c2oc3ccccc3c2C(=O)OCc2ccc(O)cc2)cc1,3,i,i,i,i,i,i,i,-3,-3,i
Cc1ccccc1CSc1nncn1N,1,i,i,i,i,i,i,i,3,-6,i
CCOC(=O)c1sc(=NC(=O)c2cccc(Br)c2)n(C)c1C,-4,i,i,i,i,i,i,i,0,-9,i
CCC(C)Sc1nnc(NS(=O)(=O)Cc2ccccc2)s1 (stereo unspecified),-2,i,i,i,i,i,i,i,8,-5,i
COc1ccc(CNC(=O)c2ccc3ccccc3n2)cc1,.,i,i,i,i,i,i,i,3,-4,i
CC(=O)c1ccc(OCCOc2ccc(C#N)cc2)cc1,5,i,i,i,i,i,i,i,-2,-10,i
Nc1ncnc2c1cnn2-c1ccccc1,.,i,i,i,i,i,i,i,-1,-2,i
Cc1ccc(CNC(=O)NC2CCCCC2)cc1,2,i,i,i,i,i,i,i,-2,-9,i
O=C(NCc1ccco1)/C(=C\c1cccs1)NC(=O)c1ccccc1,-6,i,i,i,i,i,i,i,-1,-7,i
Cc1cc(OCCCCOc2ccc(C#N)cc2)ccc1[N+](=O)[O-],-4,i,i,i,i,i,i,i,1,-16,-9.7*
Cc1onc(-c2ccccc2)c1C(=O)NCc1cccnc1,4,i,i,i,i,i,i,i,4,-1,i
c1ccc(Cn2c(-c3ccccc3)c[n+]3c2SCCC3)cc1,-6,i,i,i,i,i,i,i,11,-20,i
CCCc1ccc(OCCNC(C)=O)cc1,-1,i,i,i,i,i,i,i,5,-8,i
Cc1c(C(=O)O)oc2c1/C(=N\O)CC(C)(C)C2,11,i,i,i,i,i,i,i,-1,-3,i
CCC(C)(C)NC(=O)c1sccc1Oc1ccc(F)cc1[N+](=O)[O-],1,i,i,i,i,i,i,i,-4,-9,i
CN(C(=O)c1ccc(S(=O)(=O)NC2CCCC2)cc1)C1CCCCC1,-1,i,i,i,i,i,i,i,-11,-7,i
CC1=C(C(=O)N2CCOCC2)C(c2ccsc2)C2=C(CCCC2=O)N1 (stereo unspecified),2,i,i,i,i,i,i,i,8,-5,i
N#CC1(c2ccccc2)CCN(S(=O)(=O)c2ccc(OC(F)(F)F)cc2)CC1,.,i,i,i,i,i,i,i,.,-5,i
COc1cc(/C(C)=N/NC(=O)CSc2nncn2C)ccc1OCc1ccccc1Cl,2,i,i,i,i,i,i,i,-19,-8,i
COc1ccc(N/N=C(\C=N\O)C(=O)c2ccc(OC)cc2)cc1,9,i,i,i,i,i,i,i,-4,-9,i
O=S1(=O)CC=C(CSc2nc3ccccc3[nH]2)C1,2,i,i,i,i,i,i,i,-2,-8,i
COc1ccc(NC(=O)CSc2nnc3c4c(nc(-c5ccccc5)n23)CC(C)(C)OC4)cc1,1,i,i,i,i,i,i,i,13,-7,i
O=C(NCc1ccc2c(c1)OCO2)C1CCN(c2ccc(S(=O)(=O)N3CCCC3)cc2)CC1,0,i,i,i,i,i,i,i,19,-13,i
COc1ccc2oc(C(=O)N3CCN(C(=O)c4ccco4)CC3)c(C)c2c1,.,i,i,i,i,i,i,i,-6,-9,i
COc1ccc(S(=O)(=O)N2CCOC23CCN(S(=O)(=O)c2ccc(F)cc2C)CC3)cc1,5,i,i,i,i,i,i,i,5,-4,i
C=CCn1c(SCc2csc(-c3ccc(C)cc3)n2)nnc1-c1ccccc1OC,-1,i,i,6*,i,i,i,i,5,-20,i
O=C(CN1C(=O)CC(c2ccccc2)S(=O)(=O)c2ccccc21)N1CCOCC1 (stereo unspecified),.,i,i,i,i,i,i,i,11,-6,.
Cn1c(=O)oc2cc(S(=O)(=O)Nc3ccc4c(c3)OCCO4)ccc21,-2,i,i,i,i,i,i,i,2,-15,i
O=C(Nc1ccccc1C(=O)O)c1ccc(Br)c(S(=O)(=O)NCc2ccccc2)c1,2,i,i,i,i,i,i,i,-4,-9,i
COc1ccccc1N1CCN(C(=O)c2c(-c3c(Cl)cccc3Cl)noc2C)CC1,2,i,i,i,i,i,i,i,-9,-16,i
COc1ccccc1OCCCn1c(=O)oc2ccccc21,1,i,i,i,i,i,i,i,-3,-5,i
COc1ccc(CCNC(=O)c2cc3c(=O)n4ccccc4nc3n(C3CCCCC3)c2=N)cc1OC,5,i,i,i,i,i,i,i,-5,-22,i
CCOc1ccc2nc(NC(=O)CCn3cccc3)sc2c1,8,i,i,i,i,i,i,i,23,-2,i
Cc1ccc(/C=C2\SC(=S)N(CCCC(=O)NC3CCCC3)C2=O)cc1,-3,i,i,i,i,i,i,i,-4,-4,i
COc1ccc2[nH]c3c(=O)n(CCCCC(=O)NCCN4CCCC4)c(=S)[nH]c3c2c1,22,i,i,i,i,i,i,i,3,-9,i
COc1cccc(NC(=O)C(OC(=O)c2cnc(C)cn2)c2ccccc2)c1 (stereo unspecified),-1,i,i,i,i,i,i,i,1,-20,i
CCS(=O)(=O)N1CCN(S(=O)(=O)c2ccc3ccccc3c2)CC1,-1,i,i,i,i,i,i,i,-2,-1,i
CCC(C)[C@H](N)c1nnc(SCC(=O)Nc2cccc(Cl)c2)o1 (stereo partly specified),-1,i,i,i,i,i,i,i,-11,-17,i
CCCC[C@H]1COCCS(=O)(=O)N1Cc1ccccc1F,.,i,i,i,i,i,i,i,0,2,i
Cc1ccc(S(=O)(=O)NC(=NCc2ccccc2)c2ccc(F)cc2)cc1,-2,i,i,i,i,i,i,i,-3,-3,i
Cn1nnnc1SCc1ccc([N+](=O)[O-])cc1,-4,i,i,i,i,i,i,i,2,-1,i
COCCn1c(SC(C)C(=O)NC2CC2)nnc1-c1cccc(C)c1 (stereo unspecified),3,i,i,i,i,i,i,i,-10,-13,i
COc1ccc(C(C)(C)C)cc1NC(=O)c1ccc2ncsc2c1,0,i,i,i,i,i,i,i,5,-9,i
Cc1ccc(S(=O)(=O)N(CC(=O)N/N=C/c2ccc(F)cc2)c2cccc3cccnc23)cc1,2,i,i,i,i,i,i,i,23,4,i
Cc1sc2ncnc(N3CCC(C(=O)N(CC(C)C)c4nc5ccccc5s4)CC3)c2c1C,-4,i,i,i,i,i,i,i,-2,-6,i
Cc1ccc(NS(=O)(=O)c2ccc(C(=O)NCc3ccccn3)cc2)cc1,4,i,44*,i,i,i,i,i,-35,2,i
O=c1cc(C(F)(F)F)nc(-c2ccccc2OC(F)(F)F)[nH]1,-10,i,i,i,i,i,i,i,-2,-12,i
COc1ccccc1Nc1cc(C(=O)NCCCN2CCOCC2)c2ccccc2n1,19,i,i,i,i,i,i,i,-4,-7,i
O=C(NNC(=O)c1ccccc1OCc1ccc(F)cc1)c1ccncc1,9,i,i,i,i,i,i,i,0,-8,i
C/C=C/C(=O)N1CC2(CC(c3cccc(NC(=O)COc4ccc(Cl)cc4)c3)=NO2)C[C@@H]1C(N)=O (stereo partly specified),3,i,i,i,i,i,i,i,-1,-12,i
CCOC(=O)C1=NN(c2ccc(Cl)cc2)C(=O)C1,6,i,i,i,i,i,i,i,4,-8,i
C=CCn1c(SCc2ccc(C(=O)O)cc2)nc2sc(C)c(C)c2c1=O,0,i,i,i,i,16*,i,i,7,8.2*,i
Nc1ccc2nc(-c3ccccc3)sc2c1,4,i,i,i,i,i,i,i,64*,-3,i
COc1ccccc1C(c1nnnn1Cc1ccccc1)N1CCN(C2CCCC2)CC1 (stereo unspecified),-1,i,i,i,i,i,i,i,4,-9,i
Cc1cc2nc(SCCOC(=O)Nc3ccc(Cl)cc3)nc(C)c2cc1C,-6,i,i,i,i,i,i,i,-35,-9,i
